sdo1 growth – growth rescue of sdo1-depleted yeast, primary screen, S. cerevisiae, bone marrow failure model; S. cerevisiae sdo1-depleted JHY4D growth rescue, OD600 30 h; hits give high values; pdr5 snq2 efflux-pump mutant strain; z-score at 10 µM; 140,000 tested, 0.21% active; AID 817, 2007;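 active = z-score above 3 at both the 24 hr and the 30 hr optical density reads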;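 also: z-score against mean and SD of all compound wells on the same plate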
Insulin prom inh – inhibitors of insulin promoter-driven GFP, primary screen, imaging, TRM-6 cells (human fetal islet line), eGFP reporter, cell count; inhibition, % at 2 µM; reporter expression induced with tamoxifen; 130,000 tested, 0.9% active;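 active = inhibition above the mean plus 3 SD, with well images judged a real hit on visual review, cut at about 60% in these data, passing the limit was not always enough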
sdo1 growth Rescue 24 h – recorded beside sdo1 growth, whose call it bears; z-score; S. cerevisiae sdo1-depleted JHY4D growth rescue, OD600; measured here: growth rescue at 24 h;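 0 is the plate mean of compound wells and units are plate SD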
* hit, by the source's call; . = no result given.

SMILES	sdo1 growth	sdo1 growth Rescue 24 h	Insulin prom inh
CC(=O)c1ccc(NC(=O)CSc2nc(N)c3cc4c(nc3n2)CCCC4)cc1	0.96	2.94	43.8
Cc1ccc(C2NC(=O)c3c(sc4c3CCN(C)C4)N2)s1 (configuration not stated)	0.62	0.82	.
NNc1nc2ccc(Cl)cc2s1	-0.9	-0.72	.
COc1ccc(C)cc1NC(=O)CN1CCN(S(=O)(=O)c2ccc(C(C)C)cc2)CC1	-0.88	-0.05	-40.3
CCCN(CCC)CC(O)Cn1cc(/C=C/C(=O)c2cccs2)c2ccccc21 (configuration not stated)	-1.09	-0.44	-33.3
Cc1cc(Nc2c(C)n(C)n(-c3ccccc3)c2=O)n2c(nc3ccccc32)c1C#N	-0.21	0.64	0.0
CCOc1ccc(-n2c(SCC(=O)NC3CCS(=O)(=O)C3)nnc2-c2cccnc2)cc1 (configuration not stated)	.	.	-38.1
Nn1c(SCC(=O)NC(=O)NC2CCCC2)nnc1-c1ccccc1F	0.95	0.64	3.0
NS(=O)(=O)c1ccc(NC(=S)NC(=O)c2ccco2)cc1	-0.25	-0.93	.
Cc1cc(C)n(-c2nc3ccccc3c(=O)n2OC2CCCCC2)n1	0.65	0.47	-27.3
CC(C)=NOC(=O)c1ccc(-c2ccccc2)cc1	-1.54	0.11	37.2
Cc1cc(C(=O)N/N=C/c2ccccn2)n[nH]1	.	.	0.0
CCc1nccn1C(=O)c1cnn2c(C(F)F)cc(-c3ccccc3)nc12	-0.54	-1.09	.
O=C1CCC(/C=C/c2ccccc2)=NN1Cc1ccc(F)cc1	.	.	36.6
O=C(NCc1ccccc1)c1nc[nH]c1C(=O)NCc1ccccc1	.	.	30.8
CC(Sc1nnc2c(n1)C1CCC2(C)C1(C)C)C(=O)Nc1ccccc1 (configuration not stated)	0.25	-0.3	.
CCCCn1c(SCC(=O)Nc2cc(C)on2)nc2c1c(=O)n(C)c(=O)n2C	0.75	1.41	-13.3
COc1cccc(Cn2c(NCC(C)C)nc3c2c(=O)n(C)c(=O)n3C)c1	-0.58	-0.36	-146.7
COc1ccc(/C(=N\O)c2ncc(C(F)(F)F)cc2Cl)cc1	-0.2	-0.1	12.5
Cc1cccc(Nc2nc(N3CCCC3)nc(N3CCCC3)n2)c1	-2.48	-1.05	28.6
CC1=CC(C)(C)N(C(=O)CSc2nnc(N)s2)c2c(C)cc(C)cc21	-0.44	0.25	23.1
Cn1c(=O)c2c(nc(CN3CCc4ccccc4C3)n2Cc2ccc(F)cc2)n(C)c1=O	.	.	67.6
Cc1ccc(C(NC(=O)c2ccccc2)C(Cl)Cl)cc1 (configuration not stated)	0.15	0.07	3.7
Cc1ccc(NCC(=O)N/N=C/c2ccc(-c3cccc(C(F)(F)F)c3)o2)cc1	-2.06	-1.58	.
CCOC(=O)N1CCC(N2CCN(S(=O)(=O)c3ccc(NC(C)=O)cc3)CC2)CC1	0.1	-0.31	27.0
COC(=O)c1c(N(S(C)(=O)=O)S(C)(=O)=O)sc2c1CCN(c1ncc(C(F)(F)F)cc1Cl)C2	3.14	0.25	13.3
CCOC(=O)c1nnn(-c2nonc2N)c1CNC(C)C	0.59	-0.1	.
CSc1nc(C)cc(SCC(=O)Nc2ccccc2)n1	0.61	-0.06	34.4
N#Cc1c(N)nc(SCC(=O)NCCc2ccccc2)c(C#N)c1-c1cccs1	-0.75	1.05	-50.0
CCCCN(CCCC)C(=O)CSc1nnc(-c2cc(OC)c(OC)c(OC)c2)o1	-0.13	-0.78	.
C[n+]1cn(CC(O)COCc2ccccc2)c2ccccc21 (configuration not stated)	-0.31	-0.83	4.5
CCOC(=O)c1c(C)[nH]c(C)c1C(=O)COC(=O)c1ccc(OC)c(OC)c1	.	.	-8.3
Cn1c(=O)[nH]c(=O)c2c1nc(SCC(O)CO)n2Cc1ccccc1Cl (configuration not stated)	0.2	-0.23	46.1
CCc1ccc(NC(=S)Nc2cc(C(=O)O)ccc2N2CC3CC(C2)c2cccc(=O)n2C3)cc1 (configuration not stated)	.	.	-127.0
CCn1nc(C(=O)N2CCN(Cc3ccc4c(c3)OCO4)CC2)c2ccccc2c1=O	1.03	2	.
CN(CC(=O)Nc1cccc(F)c1)C(=O)CCCc1cccs1	0.68	0.67	.
CC(C)(C)C(=O)NC(=S)NNC(=O)C(c1ccccc1)c1ccccc1	.	.	0.0
COc1ccc(OC)c(NC(=O)C(CCS(C)(=O)=O)NC(C)=O)c1 (configuration not stated)	1.08	0.9	.
O=C(c1cc2ccccc2oc1=O)N(Cc1cccs1)Cc1ccccc1Cl	-0.94	-0.26	-20.0
C=CCOc1ccc(CNn2nnnc2N)cc1	1.54	0.51	5.7
CC1(C)Cc2c(c(-c3ccco3)[nH]c(=O)c2C#N)CS1	-0.67	-0.9	25.0
CC1CN(S(=O)(=O)c2ccc(C(=O)Nc3sccc3C(N)=O)cc2)CC(C)O1 (configuration not stated)	-0.17	-0.41	-50.0
FC(F)(F)c1nc(N2CCCC2)ncc1-c1nnnn1-c1ccccc1	-0.52	-0.27	.
COc1ccc(OC)c(S(=O)(=O)N(C)CC(=O)Nc2ccccc2OC)c1	0.09	0.4	-200.0
CCc1ccccc1NC(=O)Cc1cn(C)c2ccccc12	.	.	0.0
CC(=O)NCCC(=O)Nc1ccc(F)cc1C	-0.18	-0.08	14.7
Cc1csc(SCC(=O)NCCc2ccc(Cl)cc2Cl)n1	-0.16	-0.41	-46.7
Cn1ccnc1Sc1ccc(C=O)cc1[N+](=O)[O-]	.	.	18.2
Cc1ccc(CNC(=O)c2nnn(-c3cccc(C)c3)c2N)cc1	-0.37	-0.46	.
COC(=O)NNC(=O)COc1ccc(Br)c(C)c1	0.01	-0.65	52.1
The listing continues.
SMILES	sdo1 growth	sdo1 growth Rescue 24 h	Insulin prom inh
O=C(Nc1nnc(SCc2ccccc2Cl)s1)c1cccc([N+](=O)[O-])c1	0.39	0.85	.
COc1ccc(/C=N/Nc2cc(C)nc(-n3nc(C)cc3C)n2)c(OC)c1	-0.86	-0.55	.
O=C(CSCc1ccccc1Cl)NN1C(=O)c2ccccc2C1=O	1.65	1.72	.
Cc1c(C(=O)N/N=C/c2ccc(O)cc2)sc(=S)n1C	-0.13	-0.68	-20.0
CCOc1ccccc1Oc1ccc(C(F)(F)F)cn1	0.97	0.07	-180.9
COc1ccc(OC)c(NC(=O)c2cc(S(=O)(=O)NCc3ccco3)ccc2F)c1	0.15	0.17	.
COCCNC(=O)CN(c1ccc(OC)c(OC)c1)S(=O)(=O)c1ccc(C)cc1	-0.26	-0.99	-3.1
CCN(c1ccc(NS(=O)(=O)c2cc(Cl)ccc2Cl)cc1)C(C)C	-1.96	-1.83	69.2*
S=c1[nH]nc(-c2ccc(Br)cc2)n1Cc1ccco1	0.5	0.35	0.0
COC(=O)CN(Cc1ccccc1)S(=O)(=O)c1ccc(OC)c(OC)c1	-0.7	0.2	.
O=C(O)c1ccc(NS(=O)(=O)c2cccc3nsnc23)cc1	0.11	-0.76	.
Cc1cc(C(=O)CN2CCCC(C)C2)c(C)n1-c1ccc(F)cc1 (configuration not stated)	0.63	-0.16	.
CN1CCN(C(=O)N2c3ccccc3CCc3ccccc32)CC1	.	.	-21.9
CCOc1ccc(NC(=O)CCN2CCN(S(=O)(=O)c3ccc(Cl)cc3)CC2)cc1	1.53	1.84	-66.7
Cc1ccc(NC(=S)NNC(=O)Cn2nc(C(F)F)cc2C(F)F)cc1	2.23	2.5	6.7
Cc1nn(-c2ccccc2)c(C)c1/C=N/N1CCN(c2ccccn2)CC1	.	.	33.3
CCOC(=O)N1CCN(S(=O)(=O)c2ccc3[nH]cc(C(=O)O)c(=O)c3c2)CC1	1.37	0.88	15.2
N/C(=N\OC(=O)COc1ccc(Br)cc1Cl)c1ccccn1	-1.45	-1.26	-2.6
CCCCN1C(=O)C(=O)N(c2ccccc2)C1=S	-0.48	0.16	9.4
Brc1ccc(C2CC(c3ccccc3)=Nc3ccccc3N2)cc1 (configuration not stated)	-0.98	-0.62	.
Cc1cccc(NC(=O)c2cc(NC(=O)c3ccccc3)ccc2N2CCCCC2)c1	-0.34	0.72	15.4
CC(C)c1cc(C(=O)Nc2cccc(C(F)(F)F)c2)no1	0.62	-0.25	23.1
COc1cc2cc(CN(CCCO)S(=O)(=O)c3ccccc3Cl)c(=O)[nH]c2cc1OC	1.87	2.8	-53.9
O=C(COC(=O)c1cccnc1)c1ccc(Cl)cc1	-0.56	-1.83	21.4
FC(F)(F)c1cccc(N2CCN(c3ccc4nnc(-c5ccccc5)n4n3)CC2)c1	0.03	1.97	.
O=c1cc(-c2ccccc2)nc(SCc2ccc(Cl)cc2)[nH]1	-1.04	0.05	25.8
O=C(NC1CCCCC1)C1CCCN1S(=O)(=O)c1cccc2nsnc12 (configuration not stated)	0.97	0.43	-51.7
NS(=O)(=O)c1ccc(NS(=O)(=O)c2cccs2)cc1	1.29	1.6	4.5
Cc1ccc(S(=O)(=O)N=S(CC2CC2(Cl)Cl)CC2CC2(Cl)Cl)cc1 (configuration not stated)	-0.65	-0.66	.
Cc1ccc2[nH]c3c(c2c1)CN(C(=O)CN1CC(C)OC(C)C1)CC3 (configuration not stated)	0.7	1.36	-342.9
O=C1NC2(C=Cc3c(ccc4ccccc34)O2)Oc2ccccc21 (configuration not stated)	-1.52	-0.85	-32.4
Cc1cc(C)c(S(=O)(=O)N2CCN(c3ccc([N+](=O)[O-])c(NCc4ccco4)c3)CC2)c(C)c1	1.01	1.46	.
CN1C(=O)c2cccc3c(S(=O)(=O)Nc4ccccn4)ccc1c23	0.49	0.17	9.6
O=C(c1cccnc1)N1CCc2ccccc2C1	-0.24	-0.21	18.2
CCNC(=S)N/N=C(\C)c1ccc(N2CCOCC2)cc1	1.78	1.56	20.0
O=C(COc1ccc(S(=O)(=O)NCc2ccccc2)cc1Cl)NCC1CCCO1 (configuration not stated)	0.49	0.48	-214.3
COc1c(Cl)cc(Cl)cc1CNCCO	.	.	-18.2
CCOc1cc(C(=O)OCC(=O)c2c[nH]c3ccccc23)ccc1OCC(=O)N1CCOCC1	1.15	0.81	-14.3
CC(/C=C1\SC(=S)N(CC(=O)N2CCN(c3ccccc3)CC2)C1=O)=C\c1ccccc1	0.79	0.5	-17.2
O=C(NCc1ccc(Cl)cc1)C(=O)c1c[nH]c2ccccc12	.	.	-26.3
CCOC(=O)c1cnc(SCC(=O)c2ccccc2)nc1N	-0.66	-1.04	.
O=C(O)CN1C(=O)C2(OCCCO2)c2ccccc21	0.65	0.37	-50.0
CN(CC(=O)Nc1ccncc1)S(=O)(=O)c1ccc(Cl)cc1	-0.07	-0.03	3.1
Cc1ccc(SC(C)C(=O)Nc2cccc(N(C)S(C)(=O)=O)c2)cc1 (configuration not stated)	0.32	0.33	35.7
CCOc1cccc(/C(O)=C2/C(=O)C(=O)N(Cc3ccco3)C2c2ccncc2)c1 (configuration not stated)	1.27	0.62	-12.5
N#Cc1ccccc1Sc1ccccc1C(=O)N1CCOCC1	0.19	-0.38	.
Cc1csc(-c2coc3cc(O)cc(C)c3c2=O)n1	-2.52	-0.85	63.6
Cc1ccc(C(=O)O)cc1N1C(=O)c2cccc3cc(Br)cc(c23)C1=O	0.74	0.34	2.6
Cc1ccc2nc(-c3cccnc3)oc2c1	0.18	-0.67	58.3
COc1ccc(C(=O)NCC(=O)N2CCC(C)CC2)cc1OC	-0.4	-0.35	13.0

Record cards (already shown). Order of screens: sdo1 growth, sdo1 growth Rescue 24 h, Insulin prom inh
Brc1ccc(C2CC(c3ccccc3)=Nc3ccccc3N2)cc1 (configuration not stated) reads -0.98, -0.62, .
S=c1[nH]nc(-c2ccc(Br)cc2)n1Cc1ccco1 reads 0.5, 0.35, 0.0
Cc1csc(SCC(=O)NCCc2ccc(Cl)cc2Cl)n1 reads -0.16, -0.41, -46.7
O=C(O)CN1C(=O)C2(OCCCO2)c2ccccc21 reads 0.65, 0.37, -50.0

Carrying on:
SMILES	sdo1 growth	sdo1 growth Rescue 24 h	Insulin prom inh
CCCC(=O)Nc1cc(OC)c(NC(=O)NC2CCCCC2)cc1OC	0.25	-0.02	.
COc1ccc2nc(NC(=O)CSc3nc(SC)ns3)sc2c1	-0.74	-1.16	.
Cc1cc(C(=O)Nc2ccccc2N2CCOCC2)c2ccccc2n1	0.36	0.05	-53.1
CCCCN(C(=O)Cn1nnc2ccccc21)C(C(=O)NCc1ccco1)c1ccncc1 (configuration not stated)	0.97	0.94	.
CCCS(=O)(=O)c1c(S(=O)(=O)CCC)c2ccc(C(C)=O)cn2c1C(=O)OC	.	.	0.0
Cc1csc(SCC(=O)c2c(N)n(CC(C)C)c(=O)n(C)c2=O)n1	0.36	0.33	31.4
O=Cc1ccc(-n2cccn2)cc1	.	.	54.5
CCOC(=O)c1ccc(OS(=O)(=O)c2ccccc2)c(OC)c1	-0.12	-0.43	-8.3
Cc1coc2c(C)c3oc(=O)cc(-c4ccccc4)c3cc12	.	.	-37.0
Cc1ccc(C(=O)/C=C\Nc2ccc(C)c(C)c2)cc1	-0.22	-0.3	-15.4

Nothing new here: entries from further up.
SMILES	sdo1 growth	sdo1 growth Rescue 24 h	Insulin prom inh
CCCC(=O)Nc1cc(OC)c(NC(=O)NC2CCCCC2)cc1OC	0.25	-0.02	.
COc1ccc2nc(NC(=O)CSc3nc(SC)ns3)sc2c1	-0.74	-1.16	.
Cc1cc(C(=O)Nc2ccccc2N2CCOCC2)c2ccccc2n1	0.36	0.05	-53.1
CCCCN(C(=O)Cn1nnc2ccccc21)C(C(=O)NCc1ccco1)c1ccncc1 (configuration not stated)	0.97	0.94	.

Not a hit list; any-hit rate near 0.92%.
